Anthrax LF inh2: blocks Bacillus anthracis lethal factor protease; P15917; multiplex microsphere protease cleavage assay, LF; inhibition, % at 10 µM; 360,000 compounds, 0.12% hits; note: plate controls were buffer without enzyme for full effect and enzyme alone for no effect
Target sequence (P15917 whole entry, looked up): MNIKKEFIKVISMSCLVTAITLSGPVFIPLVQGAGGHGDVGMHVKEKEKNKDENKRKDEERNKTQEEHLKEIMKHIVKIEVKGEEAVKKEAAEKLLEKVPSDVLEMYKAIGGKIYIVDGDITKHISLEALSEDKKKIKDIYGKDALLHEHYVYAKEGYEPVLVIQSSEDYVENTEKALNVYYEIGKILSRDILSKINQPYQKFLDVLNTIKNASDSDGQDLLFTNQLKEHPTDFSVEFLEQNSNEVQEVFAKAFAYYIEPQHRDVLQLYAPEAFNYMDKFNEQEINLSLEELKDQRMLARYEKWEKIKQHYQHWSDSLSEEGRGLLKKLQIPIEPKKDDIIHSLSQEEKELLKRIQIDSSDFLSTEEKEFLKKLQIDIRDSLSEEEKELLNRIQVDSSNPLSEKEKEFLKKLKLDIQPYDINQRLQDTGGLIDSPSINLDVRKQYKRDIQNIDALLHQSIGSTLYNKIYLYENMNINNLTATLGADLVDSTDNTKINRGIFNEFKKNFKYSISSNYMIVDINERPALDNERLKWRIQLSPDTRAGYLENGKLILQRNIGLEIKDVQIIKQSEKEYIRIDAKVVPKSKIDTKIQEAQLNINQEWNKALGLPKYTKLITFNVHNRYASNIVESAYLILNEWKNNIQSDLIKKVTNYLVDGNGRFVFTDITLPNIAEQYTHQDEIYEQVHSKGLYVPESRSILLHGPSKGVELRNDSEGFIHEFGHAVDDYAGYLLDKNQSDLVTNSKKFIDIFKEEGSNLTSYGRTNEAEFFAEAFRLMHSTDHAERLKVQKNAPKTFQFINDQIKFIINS
Yp Topo-I inh: Y. pestis Topo-I inhibition via cleavage products. Y. pestis Topo-I cleavage product accumulation, plate reader. activity, % at 10 µM. 360,000 compounds, 0.064% hits; in the data active = activity above about 50%, passing the limit was not always enough; inconclusive = no clear call, values can overlap the other calls; note: inactives centre near 2
FadD28 FP inh: blocks FadD28 binding to the bisubstrate probe. 360,000 compounds, 0.22% hits. fluorescence polarization. inhibition, % at 12.5 µM; in the data active = inhibition above about 8.5%, passing the limit was not always enough; inconclusive = no clear call, values can overlap the other calls
TcdB GH inh: TcdB glycohydrolase inhibition; TcdB glycohydrolase enzymatic assay, plate reader; inhibition, % at 9.99 µM; 350,000 compounds, 0.24% hits; in the data active = inhibition above about 10%
PrPC TRFRET: cell surface PrPC inhibition, primary TR-FRET screen. P04156. TR-FRET read-out. inhibition, % at 13.8 µM. 370,000 compounds, 0.43% hits; in the data active = inhibition above about 24%; note: 0% = median of the test wells and 100% = reference compound wells
BoNT-A LC inh2: BoNT A light chain protease inhibition; multiplex microsphere protease substrate cleavage, flow cytometry; inhibition, % at 10 µM; 360,000 compounds, 0.17% hits; AID 588499; note: plate controls were buffer without enzyme for full effect and enzyme alone for no effect
CCHFV vOTU inh: blocks the CCHF virus ovarian tumor domain protease; CCHFV vOTU protease, Pep-AMC fluorescence; inhibition, % at 11.5 µM; 370,000 compounds, 0.55% hits; AID 651958; in the data active = inhibition above about 30%; note: 0% = vehicle wells with enzyme and 100% = no enzyme wells
PfHsp40 rescue: restores yeast growth despite PfHsp40 toxicity | AID 504582 | 340,000 compounds, 0.68% hits | S. cerevisiae expressing PfHsp40, growth rescue, ATP luminescence | growth rescue, % at 12.5 µM; in the data active = growth rescue above about 28%, passing the limit was not always enough; inconclusive = no clear call, values can overlap the other calls;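 note: yeast W303a lacking pdr1 and pdr3 grown in galactose medium; growth measured after three days at 30 °C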
BoNT-F LC inh: blocks Botulinum neurotoxin F light chain protease; inhibition, % at 10 µM; Multiplex microsphere protease cleavage assay, flow cytometry; 360,000 compounds, 0.22% hits; in the data active = inhibition above about 35%, passing the limit was not always enough; inconclusive = no clear call, values can overlap the other calls; note: plate controls were buffer without enzyme for full effect and enzyme alone for no effect
* = called active by the depositor; u = inconclusive; x = no result given; & = joins results of further samples. Cut-off read from the data, not from the text of the source, unless noted: active = inhibition above about 30%; inconclusive = no clear call, values can overlap the other calls; inactive = below that. Rows were taken by chance. Share with any hit: about 2.3%.

SMILES	Anthrax LF inh2	Yp Topo-I inh	FadD28 FP inh	TcdB GH inh	PrPC TRFRET	BoNT-A LC inh2	CCHFV vOTU inh	PfHsp40 rescue	BoNT-F LC inh
CCc1ccc(NC(=O)Cn2nnc(C(=O)NCCc3ccc(OC)c(OC)c3)c2N)cc1	0	9	0.7	0.1	7	2.0	-13	-0.5	2
O=[N+]([O-])c1cc([N+](=O)[O-])c(Oc2cc(Cl)ccc2Cl)cc1NC1CCCCCCC1	-1	-2	0.9	x	0	0.0	-2	1.2	4
COC(=O)c1ccc(N2NC(=O)/C(=C/c3ccc(OC)c(OC)c3)C2=O)cc1	3	-13	-1.5	1.3	7	-4.5	0	-1.0	u
CCC(=O)N1N=C(c2ccc(C)o2)CC1c1ccc(OC)cc1 (stereo not drawn)	-2	0	-1.4	0.1	7	0.2	0	-0.2	-3
O=C(CSc1nnc2ccc(-c3ccccc3)nn12)NCC1CCCO1 (stereo not drawn)	0	10	-4.6	0.1	-10	-0.2	-20	-1.1	5
Cc1ccc(CNC(=O)C2CC(c3ccccc3F)=NO2)cc1 (stereo not drawn)	-4	6	-1.2	1.9	3	-0.3	-6	0.9	-7
CNC(=S)N/N=C/c1cc(Br)cc(Br)c1O	-5	-13	-1.4	x	0	-0.7	-17	u	-11
COc1ccccc1CNC(=O)CCC(=O)N1Cc2cccc(OC)c2Oc2ncccc21	0	1	-0.1	0.3	4	-2.1	13	0.1	-4
CCOc1ccccc1CN1CCC(N2CCC(C(=O)NC3CC3)CC2)CC1	2	-1	-3.1	1.1	-8	0.9	10	30*	7
C=CCOn1c(=O)c(-c2ccccc2)[n+]([O-])c2ccccc21	-6	4	-5.2	0.2	-28	-0.2	4	0.8	-3
Cc1cc(C)c(C#N)c(SCC(=O)N(CC(C)C)C2CCS(=O)(=O)C2)n1 (stereo not drawn)	x	-2	-3.8	-9.5	2	x	0	-0.4	x
CCOC(=O)C1=C2SCCN2C(=O)C(C#N)C1(C)C (stereo not drawn)	2	3	-3.9	x	-8	0.3	3	-0.5	13
Cc1cc(C)nc(Sc2nc(Cl)nc(N(c3ccccc3)c3ccccc3)n2)n1	-6	-6	-2.7	x	-3	-1.2	17	-0.6	-10
CCOC(=O)C1CN(S(C)(=O)=O)c2cc(CC(=O)OC)ccc2O1 (stereo not drawn)	-3	3	-3.8	-0.3	11	-0.8	-8	-0.2	-4
O=C(NOCc1ccccc1)c1coc(-c2ccccc2)n1	2	5	-1.2	-0.4	1	-0.3	0	-0.7	-12

Some of these compounds in order of SMILES length, rising.
SMILES	Anthrax LF inh2	Yp Topo-I inh	FadD28 FP inh	TcdB GH inh	PrPC TRFRET	BoNT-A LC inh2	CCHFV vOTU inh	PfHsp40 rescue	BoNT-F LC inh
CNC(=S)N/N=C/c1cc(Br)cc(Br)c1O	-5	-13	-1.4	x	0	-0.7	-17	u	-11
O=C(NOCc1ccccc1)c1coc(-c2ccccc2)n1	2	5	-1.2	-0.4	1	-0.3	0	-0.7	-12
CCOC(=O)C1=C2SCCN2C(=O)C(C#N)C1(C)C (stereo not drawn)	2	3	-3.9	x	-8	0.3	3	-0.5	13
CCC(=O)N1N=C(c2ccc(C)o2)CC1c1ccc(OC)cc1 (stereo not drawn)	-2	0	-1.4	0.1	7	0.2	0	-0.2	-3
O=C(CSc1nnc2ccc(-c3ccccc3)nn12)NCC1CCCO1 (stereo not drawn)	0	10	-4.6	0.1	-10	-0.2	-20	-1.1	5
CCOc1ccccc1CN1CCC(N2CCC(C(=O)NC3CC3)CC2)CC1	2	-1	-3.1	1.1	-8	0.9	10	30*	7
CCOC(=O)C1CN(S(C)(=O)=O)c2cc(CC(=O)OC)ccc2O1 (stereo not drawn)	-3	3	-3.8	-0.3	11	-0.8	-8	-0.2	-4
Cc1cc(C)nc(Sc2nc(Cl)nc(N(c3ccccc3)c3ccccc3)n2)n1	-6	-6	-2.7	x	-3	-1.2	17	-0.6	-10
COc1ccccc1CNC(=O)CCC(=O)N1Cc2cccc(OC)c2Oc2ncccc21	0	1	-0.1	0.3	4	-2.1	13	0.1	-4
COC(=O)c1ccc(N2NC(=O)/C(=C/c3ccc(OC)c(OC)c3)C2=O)cc1	3	-13	-1.5	1.3	7	-4.5	0	-1.0	u
CCc1ccc(NC(=O)Cn2nnc(C(=O)NCCc3ccc(OC)c(OC)c3)c2N)cc1	0	9	0.7	0.1	7	2.0	-13	-0.5	2
O=[N+]([O-])c1cc([N+](=O)[O-])c(Oc2cc(Cl)ccc2Cl)cc1NC1CCCCCCC1	-1	-2	0.9	x	0	0.0	-2	1.2	4

The results go on.
SMILES	Anthrax LF inh2	Yp Topo-I inh	FadD28 FP inh	TcdB GH inh	PrPC TRFRET	BoNT-A LC inh2	CCHFV vOTU inh	PfHsp40 rescue	BoNT-F LC inh
O=C(/C=C/c1ccccc1Cl)NCc1cccs1	-1	1	1.9	x	-4	-0.5	2	2.4	-4
COc1ccc(CNC(=O)CN2CCN(S(=O)(=O)c3ccccc3)CC2)cc1	x	5	-0.7	0.2	-2	x	-11	-0.1	x
O=C(Nc1ccc(F)cc1)C1C(c2ccccc2)C1(Cl)Cl (stereo not drawn)	0	-6	-2.3	x	2	-0.2	-12	6.8	-2
O=C(CS(=O)(=O)c1cn(CC(=O)N2CCCC2)c2ccccc12)Nc1ccccc1F	-4	-1	-3.9	-0.1	5	0.8	-9	-0.3	3
COc1ccc(CC(=O)NNC(=S)Nc2ccc(Br)cc2)cc1	-22	-2	0.3	x	5	2.3	-1	0.2	-7
COC(=O)CN1C(c2cccc(Cl)c2)=Nc2ccc(Cl)cc2C1c1ccccc1 (stereo not drawn)	-2	25	-25	1.1	22	-0.1	16	-1.3	-4
CSc1n[nH]c2nc3c(c(=O)n12)C1(CCCC1)Cc1ccccc1-3	1	-1	-0.8	1.0	6	0.9	-9	1.3	-1
COc1ccc(-n2c(-c3cccc(OC)c3)nc(=S)c3c2CCCC3)cc1	2	16	-3.6	0.6	8	0.9	1	1.0	-3
O=C(NCc1cccs1)c1ccc(CS(=O)Cc2ccc(Cl)cc2)o1 (stereo not drawn)	6	-2	0.4	1.7	-3	-0.3	3	x	0
CCN(c1cccc(C)c1)S(=O)(=O)c1nnc(NC(=O)c2ccco2)s1	-2	-2	-0.1	2.8	2	-0.4	19	-0.3	6
CCC(c1nnnn1C1CCCC1)N1CCN(Cc2ccccc2)CC1 (stereo not drawn)	-2	11	-1.2	x	-2	-0.1	1	0.8	2
CCN(CC)CC#CC(C)(C)OC(C)=O	-8	4	-0.5	x	-2	1.9	-9	-0.1	-1
CN(C)c1ccc(-c2ccnc3c2CC(C)(C(=O)Nc2cccc(OC(F)(F)F)c2)O3)cc1 (stereo not drawn)	-6	9	-2.6	0.0	-1	-0.8	4	x	-7
CCC(=O)N1CCC1(C)C(=O)Nc1ccc(Cl)c(Cl)c1 (stereo not drawn)	3	5	-6.3	1.4	0	0.1	6	x	5
COC(=O)C1=C(C)NC(=O)CC1c1ccc(C(=O)OC)cc1 (stereo not drawn)	2	5	-3.3	x	-4	0.0	0	0.1	1
Cc1ccc(N(CC(=O)O)S(C)(=O)=O)cc1Cl	-1	10	0.9	x	-4	-0.9	3	-0.2	-19
CC1=C(C(=O)N(C(C)C)C(C)C)CC(CC(=O)NCc2cccc3ccccc23)C(=O)N1Cc1ccc(F)cc1 (stereo not drawn)	-4	x	-4.6	-0.1	6	0.1	11	x	2
COc1ccc(/C(N)=N/OC(=O)Cc2ccccc2[N+](=O)[O-])cc1	-2	6	-1.9	x	3	-0.3	-13	1.3	2
CC(C)C(NS(=O)(=O)c1ccc2c(c1)Cc1cc(S(=O)(=O)NC(C(=O)O)C(C)C)ccc1-2)C(=O)O (stereo not drawn)	-12	-6	0.5	-0.7	0	0.1	14	1.3	8
COc1ccccc1NS(=O)(=O)c1cccc(C(=O)NCc2ccco2)c1	2	-1	-0.4	0.2	-2	-0.5	0	2.7	-4
Cn1c(NCC(O)c2ccccc2)nc2c1c(=O)n(Cc1ccc(Cl)cc1)c(=O)n2C (stereo not drawn)	0	-1	-2.1	x	-2	-0.4	5	-0.2	-2
CCCCCCCC(=O)NNC(=O)CCC(=O)O	3	3	-2.5	x	-7	-1.1	0	-0.3	3
CCC(NS(=O)(=O)c1cn(C)nc1C)c1ccccc1 (stereo not drawn)	-4	6	-3.9	-0.6	3	-0.8	-2	-0.2	-8
O=C(COC(=O)c1ccc[nH]c1=O)NC1CC1	-2	-5	-2.8	0.9	-5	-0.3	16	-0.2	0
COc1ccc(Cl)cc1NC(=O)CSc1nnc(-c2ccncc2)n1CC1CCCO1 (stereo not drawn)	4	3	-0.2	x	-2	0.7	-25	0.8	1
CC(C)CC1NC(=O)c2cccnc2-n2c1nc1cc(F)ccc1c2=O (stereo not drawn)	-4	-3	-2.3	-0.3	1	0.4	-11	x	0
O=C(CSc1ccccc1)NCCCc1ccccc1	-1	13	-3.2	1.1	-1	-0.1	15	0.0	-2
COc1ccc(N(CN2C(=O)C3CCCCC3C2=O)C(=O)c2ccco2)cc1 (stereo not drawn)	-8	0	-2.9	-0.7	2	-0.8	1	x	-8
COc1ccc(-n2nc(C(=O)NCC(=O)N3CCN(c4ccccn4)CC3)c3ccccc3c2=O)c(OC)c1	-8	29	-3.9	0.5	-5	0.1	-6	1.7	1
CNC(=O)c1[nH]cnc1C(=O)N[C@@H](C)C(=O)OC(C)(C)C	-2	-7	-2.2	0.9	3	-0.6	0	-1.3	4
CC(=O)c1ccc(OCC(=O)N(CCC2=CCCCC2)c2c(N)n(Cc3ccccc3)c(=O)[nH]c2=O)cc1	-3	18	0.2	-3.3	-4	-6.3	-1	0.3	-1
Cc1ccccc1-c1ccc2c(c1)O[C@H](CN(C)C(=O)C1CC1)[C@@H](C)CN([C@@H](C)CO)S2(=O)=O	-3	5	-1.8	-2.1&-0.1&0.6	0	-0.2	-2	x	1
CC1(c2nnc(Cc3ccccc3)o2)CC(c2cccnc2)=NO1 (stereo not drawn)	4	-5	-1.8	-1.4	3	-0.3	-6	-0.1	-4
Cc1noc(C)c1C(=O)OC(C)C(=O)N(C)c1ccccc1 (stereo not drawn)	u	0	-1.3	-2.1	1	u	2	-1.9	u
CCc1nn(CC(=O)O)c(=O)c2ccccc12	1	-10	0.3	0.3	10	0.8	-13	-0.2	2
Cc1cc(C)cc(NC(=O)CSc2nnc(C3CC3)n2CC2CCCO2)c1 (stereo not drawn)	-1	-3	x	-0.2	-1	-0.5	2	0.0	1
CC1CC(=O)N(CC(=O)Nc2cccc(Cl)c2)c2ccccc2S1(=O)=O (stereo not drawn)	1	-11	-1.3	-2.6	-11	-1.8	8	-0.2	-1
CC(C)Cc1ccc(C(=O)NCc2ccc3c(c2)OCO3)o1	15	12	-4.0	0.5	-6	-6.7	3	0.6	u
CC(=O)Nc1ccc(S(=O)(=O)N2CC3(C)CC2CC(C)(C)C3)cc1 (stereo not drawn)	-8	7	-4.3	1.0	-4	-1.7	15	14	2
N#Cc1ccc(OS(=O)(=O)c2ccc(-c3ccon3)s2)cc1	-8	10	-3.1	0.5	-5	-4.2	0	0.2	-5
Cc1ccc(OCC(=O)N/N=C/c2ccc3c(c2)OCO3)cc1C	-1	3	-5.9	1.4	-5	-0.4	11	0.0	0
CCn1c(=O)cc(SCC(=O)NCCN2CCN(Cc3ccccc3)CC2)c2ccccc21	-4	28	-1.8	x	-3	u	-12	-0.7	0
COC(=O)c1cn(C(=O)c2ccc(OC)cc2)c2ccccc12	-8	-6	-2.1	0.8	-1	0.7	-1	1.3	36*
C=CCOC(=O)C(C(=O)Cc1ccccc1)c1ccccc1 (stereo not drawn)	3	27	-3.0	0.9	-2	0.0	1	0.3	-4
COC(=O)C1=C(C)NC(=O)NC1c1cc(Cl)ccc1OC (stereo not drawn)	-6	-5	-2.5	x	-1	-1.3	-12	-0.2	9
O=C(NCC1CCCO1)C(=O)N/N=C/c1ccc(OCc2ccccc2Cl)cc1 (stereo not drawn)	-1	1	-0.4	1.5	-2	0.2	-7	-2.3	4
